# Screening data from PubChem.
# FID counter: compounds displacing fluorescent DNA intercalator, primary screen, artefact control for HCV NS3 helicase inhibitor project, biochemical, FID fluorescence. 290,000 tested, 0.17% active. DNA fluorescent intercalator displacement. AID 1845, 2009. inhibition, % at 7.9 µM; in the data active = inhibition above about 37%;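 note: 0% = vehicle and 100% = reference compound; higher means more ethidium bromide displaced from hairpin DNA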
# SUMO HTRF inh: inhibitors of in vitro SUMOylation cascade, primary screen, biochemical, HTRF, uHTS | HTRF SUMOylation assay, SAE1/SAE2 + UBC9 | SUMO-conjugating enzyme UBC9 (Homo sapiens), P63279 | inhibition, % at 35 µM | 290,000 tested, 0.36% active; in the data active = inhibition above about 50%, passing the limit was not always enough; note: strong numbers were not always called active
# pCIP destab: p/CIP-EGFP fusion destabilizers, primary screen, fluorescence, F442A cells | 16 h | decrease of EGFP signal, % at 10 µM | 290,000 tested, 0.01% active;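 active = EGFP signal decrease of at least 30% at 10 µM or well 3 SD below plate mean, unless failing retest; inactive = the rest, including hits failing retest or dose response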; note: some compounds called inactive have numbers as strong as hits; many of its hits are not listed in these tables
# Target sequence (Q05BA5 1-1403): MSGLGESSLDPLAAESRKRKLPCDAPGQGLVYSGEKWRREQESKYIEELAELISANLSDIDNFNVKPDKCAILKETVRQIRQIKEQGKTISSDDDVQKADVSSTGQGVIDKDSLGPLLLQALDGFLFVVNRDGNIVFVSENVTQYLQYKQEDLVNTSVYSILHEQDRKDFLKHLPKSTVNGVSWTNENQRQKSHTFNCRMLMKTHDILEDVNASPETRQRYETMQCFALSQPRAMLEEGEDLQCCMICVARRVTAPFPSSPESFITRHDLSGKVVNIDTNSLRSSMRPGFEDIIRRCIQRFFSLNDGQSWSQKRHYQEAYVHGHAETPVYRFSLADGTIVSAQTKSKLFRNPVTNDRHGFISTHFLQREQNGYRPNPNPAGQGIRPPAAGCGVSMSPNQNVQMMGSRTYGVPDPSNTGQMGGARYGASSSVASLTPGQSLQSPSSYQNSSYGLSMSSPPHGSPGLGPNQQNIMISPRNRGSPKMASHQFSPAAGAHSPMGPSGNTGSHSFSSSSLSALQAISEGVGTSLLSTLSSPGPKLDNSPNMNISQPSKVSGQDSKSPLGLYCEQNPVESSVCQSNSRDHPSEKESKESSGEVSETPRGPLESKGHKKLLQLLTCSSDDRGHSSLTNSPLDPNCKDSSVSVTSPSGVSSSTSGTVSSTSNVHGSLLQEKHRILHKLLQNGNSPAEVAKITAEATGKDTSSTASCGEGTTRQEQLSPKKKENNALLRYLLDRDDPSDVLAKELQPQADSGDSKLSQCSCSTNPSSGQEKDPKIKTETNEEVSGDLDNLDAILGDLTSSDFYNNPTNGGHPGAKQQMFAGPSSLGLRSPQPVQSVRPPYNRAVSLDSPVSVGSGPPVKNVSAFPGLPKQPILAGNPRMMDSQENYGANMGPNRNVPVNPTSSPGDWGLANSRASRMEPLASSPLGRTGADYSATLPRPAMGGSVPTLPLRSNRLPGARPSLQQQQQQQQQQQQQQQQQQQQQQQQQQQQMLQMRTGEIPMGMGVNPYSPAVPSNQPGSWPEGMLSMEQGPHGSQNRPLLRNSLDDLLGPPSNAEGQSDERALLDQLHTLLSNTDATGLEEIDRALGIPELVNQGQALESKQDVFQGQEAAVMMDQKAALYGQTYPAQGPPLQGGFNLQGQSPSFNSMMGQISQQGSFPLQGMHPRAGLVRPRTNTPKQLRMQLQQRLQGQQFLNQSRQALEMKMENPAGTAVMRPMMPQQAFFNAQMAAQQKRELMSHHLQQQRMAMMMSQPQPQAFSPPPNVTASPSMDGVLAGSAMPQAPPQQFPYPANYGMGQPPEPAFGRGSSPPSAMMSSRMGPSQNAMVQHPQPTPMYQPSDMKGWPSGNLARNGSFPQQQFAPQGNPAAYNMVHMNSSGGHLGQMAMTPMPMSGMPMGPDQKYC
# VIM-2 inhibitor: VIM-2 metallo-beta-lactamase inhibitors, primary screen, biochemical, epi-absorbance readout, Pseudomonas aeruginosa enzyme; purified VIM-2, nitrocefin hydrolysis, epi-absorbance fluorescence; inhibition, % at 5.6 µM; 290,000 tested, 0.89% active; AID 1527, 2009;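 active = inhibition above the mean of all tested compounds plus 3 SD, cutoff set per screening run, cut at about 7.5% in these data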;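 note: red hydrolysis product quenches plate fluorescence so inhibitors raise well fluorescence; 0% = enzyme with DMSO and 100% = DMSO without enzyme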
# IDE cell activ: human IDE activators in live cells, primary screen, fluorescence polarization, HEK cells, FAbeta-B substrate; FAbeta-B cleavage; 0% vehicle, 100% cell-free pure enzyme wells; activation, % at 5.96 µM; 340,000 tested, 0.073% active; AID 493087, 2011;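 active = activation above the mean of all tested compounds plus 3 SD, set per screening campaign, cut at about 17% in these data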
# IMP-1 inh: IMP-1 metallo-beta-lactamase inhibitors, primary screen, biochemical, epi-absorbance readout, Pseudomonas aeruginosa enzyme. metallo-beta-lactamase IMP-1 (Pseudomonas aeruginosa). purified IMP-1, nitrocefin hydrolysis, epi-absorbance fluorescence. 290,000 tested, 0.45% active. inhibition, % at 5.6 µM;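 active = inhibition above the mean plus 3 SD of all compounds in the same screening run, cut at about 4.5% in these data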;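 note: 0% = IMP-1 with DMSO and 100% = DMSO wells lacking enzyme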
#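 System: purified IMP-1; amount: IMP-1 0.2 nM before substrate addition; compound: single dose, 5.6 µM; times: 25 °C, 15 min preincubation, 25 min reaction; signal: Epi-absorbance via hydrolysed-nitrocefin quenching of white-plate fluorescence, 480/530 nm, EDTA stop; benchmarks: DMSO with and without IMP-1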
# HCV NS3 hel inh: inhibitors of HCV NS3 helicase, primary screen, biochemical, Cy5 molecular beacon fluorescence. Hepatitis C virus NS3 helicase. inhibition, % at 10.9 µM. 290,000 tested, 0.56% active. NS3 helicase DNA unwinding;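 active = inhibition above the mean of all tested compounds plus 3 SD, set per campaign, cut at about 35% in these data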;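 note: 0% = DMSO wells and 100% = thioflavine S control wells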
#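 Assay system – hepatitis C virus NS3 helicase domain fragment enzyme · Buffer or medium – MOPS pH 6.5, MgCl2, DTT, Tween20, BSA · Reagent – Cy5/quencher beacon DNA duplex and ATP to start · Compound – single 10.9 µM dose · Timing – 1 h at 25 °C · Technique – Cy5 beacon fluorescence read at start and 1 h · Measure – % inhibition of unwinding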
# IDE inh: human IDE inhibitors in live cells, primary screen, fluorescence polarization, HEK cells, FAbetaB substrate; inhibition, % at 5.59 µM; FAbetaB cleavage; Insulin-degrading enzyme (Homo sapiens), P14735; 320,000 tested, 0.41% active; AID 434962, 2010;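 active = percent inhibition above the average of all tested compounds plus 3 SD, set per screening campaign, cut at about 16% in these data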;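 note: IDE supplied by intact live HEK cells; FP after avidin binding of uncleaved biotin substrate so inhibition keeps polarization high; 0% = DMSO wells and 100% = 60 µM reference IDE inhibitor Ii1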
# M18AAP inhibitor: PfM18AAP inhibitors, malaria aminopeptidase, primary screen, biochemical, QFRET, recombinant enzyme. M18 aspartyl aminopeptidase (Plasmodium falciparum 3D7). H-Glu-NHMec fluorogenic cleavage. inhibition, % at 7.35 µM. 290,000 tested, 1.2% active. AID 1822, 2009;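 active = inhibition above the campaign mean inhibition over all tested compounds plus 3 SD, cut at about 28% in these data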;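 note: 0% = plate median of test compound wells and 100% = 2 mM ZnCl2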
# The depositor's hits bear a star; · = not tested or not shown. Rows are unselected; about 3.6% have a hit in one of these screens.
SMILES	FID counter	SUMO HTRF inh	pCIP destab	VIM-2 inhibitor	IDE cell activ	IMP-1 inh	HCV NS3 hel inh	IDE inh	M18AAP inhibitor
[N-]=[N+]=CC(=O)C(c1ccccc1)(c1ccccc1)c1ccccc1	-4.4	1.0	13.0	-1.3	1.9	-1.4	3.5	-2.4	1.2
CS(=O)(=O)CCC(C(=O)OCC(=O)c1ccc(Cl)cc1)N1C(=O)c2ccccc2C1=O (stereo not given)	-8.6	0.6	-6.1	-4.6	-2.1	-2.6	-4.7	-2.1	-4.7
O=C(OCCCN=C1NS(=O)(=O)c2ccccc21)c1ccc([N+](=O)[O-])cc1	0.7	-0.9	3.5	1.5	2.5	1.3	-7.1	2.0	-9.7
CC(C)Cn1c(SCc2nc3ccccc3c(=O)[nH]2)nc2ccccc2c1=O	-3.0	5.9	-16.0	-4.9	-1.9	-1.2	-9.8	-5.3	2.8
Cc1n[nH]c(=S)n(NC(=O)CC(=O)Nn2c(=S)[nH]nc(C)c2=O)c1=O	-4.7	-88.4	3.8	-2.5	-3.8	-0.8	5.6	-1.5	41.9*
Cc1ccc(-n2c(O)c(C=Nc3cc(C)on3)c3ccccc3c2=O)c(C)c1	-2.5	19.0	-2.2	0.8	2.6	-1.5	6.1	6.0	-3.7
CCCOc1ccc(/C=c2\sc3nc(-c4ccco4)nn3c2=O)cc1OCC	-18.9	2.3	5.3	-2.6	-4.0	-0.6	42.3*	-2.5	-1.7
O=C(NC1CCCC1)c1cc(-c2ccccc2O)on1	-7.8	4.2	-6.1	-1.5	1.9	-0.5	-1.8	-3.2	3.4
CCc1nnc2n1N=C(c1ccc(OC)cc1)CS2	-2.2	4.5	-10.5	2.5	6.7	0.9	-1.5	7.0	-4.5
CCCC(=O)n1nc(-c2ccc(OC)cc2)nc1N	-2.0	-3.1	2.6	-0.1	4.4	-2.3	4.4	-1.5	0.2
CCn1c(SCC(N)=O)nnc1-c1cc2c(C)nn(-c3ccccc3)c2s1	-24.9	4.6	9.9	14.8*	0.5	-4.8	7.5	3.6	-2.1
Cc1ccccc1OCC(=O)Nc1ccc(C(=O)Nc2ccccc2C(=O)O)cc1	-7.8	4.1	-3.4	-0.7	-5.6	-2.9	-11.4	4.0	2.2
N#C/C(=C\c1ccc(O)cc1)C(=O)NCc1ccccc1	-0.9	14.7	-5.8	-2.1	-0.5	-1.4	-15.6	-1.1	-7.4
Cc1ccn(-c2cccc(-n3ccc(C)n3)n2)n1	-5.5	-2.2	4.8	-6.7	0.9	-2.5	12.7	-0.8	2.5
O=C(CSc1nnc2n1CCCCC2)Nc1ccc(N2CCOCC2)cc1	-3.6	-21.4	2.4	-2.6	3.9	-0.6	-3.4	6.3	4.4
CCCOc1ccc(C2=CSC3=NCCN23)cc1	4.1	5.8	-5.3	0.6	2.0	-2.6	-3.0	1.9	3.2
C=CCn1c(O)c(C=Nc2ccc(Cc3ccncc3)cc2)c(=O)[nH]c1=S	-29.1	-1.2	-21.4	0.9	2.5	-0.6	0.0	7.1	14.8
O=C1SCCc2c1n(Cc1ccccc1)c1ccccc21	-3.3	5.3	-22.5	-2.4	2.8	0.4	0.7	-3.3	1.1
Cc1nnsc1C(=O)N/N=C/c1ccccc1Cl	-3.9	15.4	-12.8	-0.6	0.4	0.0	-0.3	3.2	-9.3
COc1ccc(NC(=O)CN2C(=O)c3ccccc3Sc3ccc(C(=O)N4CCOCC4)cc32)c(OC)c1	-45.4	1.7	9.3	-4.7	7.0	-1.9	-9.8	3.3	7.5
O=C(CSc1nnc(-c2cccnc2)o1)Nc1ccc(Br)cc1	-11.2	-0.4	-16.7	-1.1	-1.4	-5.0	1.2	-1.1	1.9
COc1ccc(C(=O)NC2CC2)cc1OC1CCN(Cc2ccc(Cl)cc2)CC1	5.2	-4.6	-3.5	-1.5	2.9	-1.1	-6.7	7.7	-1.8
CCCC(=O)OCC(=O)Nc1cc(Cl)ccc1[N+](=O)[O-]	13.4	6.5	-19.4	0.0	1.3	-1.8	-3.1	3.3	-6.3
NC(=O)C1CCN(c2ncc(C(F)(F)F)cc2Cl)CC1	-3.2	7.3	-1.9	-2.9	-1.6	-2.0	-2.6	0.5	1.5
CC(C)n1cc(CNC(=O)C2CCC(=O)N(Cc3ccccc3F)C2)cn1 (stereo not given)	-9.3	-20.0	5.2	0.1	2.6	-2.9	1.4	2.6	-1.4
O=C(c1cccs1)N1CCc2c([nH]c3ccccc23)C1c1ccccn1 (stereo not given)	-17.8	17.7	4.2	-3.8	4.5	-3.5	-0.5	1.8	4.5
CN(C)C(=O)c1cc(Br)ccc1Cl	-6.9	0.2	3.7	-1.1	7.0	0.5	9.1	-1.5	3.1
COc1ccc(CN(CC(=O)NCc2ccccc2)C(=O)CCC(=O)Nc2cc(C)ccn2)cc1	-38.0	4.1	-14.2	-2.3	1.9	0.4	21.0	5.8	7.1
Cc1nc2ccccc2n1C(=O)N1CCOCC1	-3.6	-3.1	-10.6	-0.8	9.9	-1.1	-6.8	3.0	-8.3
CN1CCN(C(=O)c2ccc3c(c2)N(C)C(=O)/C(=C/c2cccc(Cl)c2)S3)CC1	13.8	-6.9	-11.8	4.6	-4.8	-1.6	-82.1	0.1	-1.0

# 3 entries out of the list above, sorted by their value in M18AAP inhibitor, low to high:
structure	SUMO HTRF inh	pCIP destab	VIM-2 inhibitor	IDE cell activ	IMP-1 inh	HCV NS3 hel inh	IDE inh	M18AAP inhibitor
CC(C)n1cc(CNC(=O)C2CCC(=O)N(Cc3ccccc3F)C2)cn1 (stereo not given)	-20.0	5.2	0.1	2.6	-2.9	1.4	2.6	-1.4
CN1CCN(C(=O)c2ccc3c(c2)N(C)C(=O)/C(=C/c2cccc(Cl)c2)S3)CC1	-6.9	-11.8	4.6	-4.8	-1.6	-82.1	0.1	-1.0
NC(=O)C1CCN(c2ncc(C(F)(F)F)cc2Cl)CC1	7.3	-1.9	-2.9	-1.6	-2.0	-2.6	0.5	1.5

# Continuation:
SMILES	FID counter	SUMO HTRF inh	pCIP destab	VIM-2 inhibitor	IDE cell activ	IMP-1 inh	HCV NS3 hel inh	IDE inh	M18AAP inhibitor
c1cc2c(cc1Oc1nc(N3CCOCC3)nc(N3CCOCC3)n1)OCO2	-16.1	-0.1	6.9	-1.9	2.6	-5.0	-7.8	0.2	4.9
COc1cc(NC(=O)CN2CCN(C(=O)C3CCCO3)CC2)c(OC)cc1Cl (stereo not given)	-26.8	11.9	-5.9	-1.6	3.4	-1.5	-4.2	1.9	-14.7
CC(=O)N(C)c1ccc(NCc2cc(=O)oc3cc(C)c(O)cc23)cc1	-10.9	4.1	-5.0	-4.8	5.0	-4.9	-3.1	1.2	2.2
Cc1ccc(CNC(=O)COC(=O)c2ccc(Cl)c(N)c2)cc1	-9.8	-6.5	-5.6	-2.8	1.6	-4.1	-1.3	7.5	1.2
COC(=O)c1sc(C(C)(C)C)cc1CS(=O)(=O)c1ccccn1	-19.2	15.0	-2.5	2.0	2.4	1.1	-0.6	-5.5	-7.0
Cc1ccnc(SCc2cc(=O)c(OC(=O)c3ccccc3)co2)n1	-12.2	4.8	-11.7	0.6	-1.3	-1.3	0.3	1.2	8.3
COc1cccc(C2CC(C(F)(F)F)n3nc(C(=O)Nc4c(C)n(C)n(-c5ccccc5)c4=O)cc3N2)c1 (stereo not given)	-38.3	6.8	-13.8	-2.9	4.4	-2.9	8.3	-0.6	0.8
C[C@]1(C(=O)O)C=C[C@@H](Cc2ccccc2)N1C(=O)c1ccccc1	-20.9	18.8	-0.1	-2.1	-0.4	-1.5	8.0	0.0	1.5
CC(=NC1CCCCC1)C1=C(O)c2ccccc2C1=O	-15.9	0.8	-6.8	0.2	-7.0	1.0	-4.1	1.7	3.5
Cc1onc(-c2ccccc2)c1C(=O)Nc1c(C)n(C)n(-c2ccccc2)c1=O	-1.1	-14.5	1.5	-1.4	6.4	-2.6	8.3	-3.0	-4.4
CC(C)N(C(=O)c1nn(C)c2c1CSc1ccccc1-2)C1CCCCC1	-40.9	-13.4	-2.6	-3.1	7.0	-2.7	0.8	-2.0	2.8
O=C(Nc1ccccc1)c1ccc(-c2ccccc2C(F)(F)F)o1	-18.4	-2.4	-4.9	-3.3	6.3	-2.4	3.2	-0.6	1.1
CCOC(=O)COc1cc(O)c2c(=O)cc(-c3ccccc3)oc2c1	-6.4	2.7	-2.1	-0.6	9.3	-0.9	-5.3	0.3	3.9
NC(=O)c1ccc[n+](CC(=O)c2ccc(Br)cc2)c1	6.7	15.5	-6.2	0.9	-0.1	0.9	3.0	-4.0	-8.9
CN1C(=O)CC2(CC(=O)N(Cc3ccccc3)C2)C1=O (stereo not given)	-2.1	-20.7	1.8	-2.8	0.6	-2.2	0.5	2.8	2.2
CC(C)(C)N1CC(C(=O)Nc2ccc(C#N)cc2)CC1=O (stereo not given)	-3.8	8.2	-5.1	-0.2	-6.6	-2.5	10.5	2.5	-2.1
Cc1ccc(C(=O)N2CCN(S(=O)(=O)c3ccccc3)CC2)cc1	-11.9	-2.7	-9.7	0.0	9.6	0.2	-9.1	-1.5	1.5
Cc1ccc(NC(=O)N2CCC(NC(=O)c3ccccc3C)CC2)cc1	-8.9	-12.1	-16.8	-4.3	0.1	-1.3	7.8	5.8	3.4
Cc1cccc(N2CCN(C(=O)c3cc(S(=O)(=O)N(C)C)ccc3N3CCCC3)CC2)c1C	-0.4	-16.8	10.0	1.8	3.2	-1.2	-7.2	4.2	-7.8
Cc1cccc(NC(=O)c2ccc(COc3ccc(Cl)cc3Cl)o2)n1	-3.2	-35.6	-21.2	-1.6	-1.7	0.4	-8.5	5.4	-3.4
CCn1ncc(Br)c1C(=O)Nc1ccccc1OC	-7.0	19.6	5.7	0.9	3.6	-0.8	-3.5	-0.7	0.2
CC(O)Cn1c(N2CCCC2)nc2c1c(=O)[nH]c(=O)n2C (stereo not given)	0.8	2.1	2.5	-4.7	-1.7	-2.7	7.0	1.0	2.5
Cc1nnc(N2CCN(Cc3ccccc3)CC2)[nH]c1=O	1.6	6.7	2.8	0.0	0.8	-1.1	-0.5	7.1	-10.0
CN(CC(=O)Nc1ccc(N2CCOCC2)cc1)CC(=O)Nc1ccccc1[N+](=O)[O-]	-9.8	6.1	-13.6	-4.1	-3.0	-1.4	6.5	1.1	-1.2
COc1cc(C2=Nc3ccc(Br)cc3C(c3ccccc3)N2CC(=O)NN)cc(OC)c1OC (stereo not given)	-13.9	5.6	-8.6	-4.5	·	-3.1	-36.8	3.0	-0.1
CCNc1ccc(S(=O)(=O)N(C)C)cc1NCC(=O)Nc1c(F)cccc1F	-5.4	6.8	-6.8	-2.7	2.0	-3.3	3.0	3.1	11.4
